Screening data as filed in PubChem BioAssay.
MRP reversal – reverses drug resistance mediated by MRP; H69AR cells + 2 uM doxorubicin, CellTiter-Glo, 72 h; differential viability (reversal), % at 10 µM; 0.04% of 85,000 active;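 active = viability drop by adding the cancer drug above about 55%, with treated viability meeting a 40% cutoff, limit read from the data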;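 also: viability without doxorubicin minus viability with 2 µM doxorubicin for each compound; larger differential means the compound sensitizes cells more to doxorubicin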
IL1B NFkB inh – blocks IL-1B driven NFkB nuclear translocation in HUVEC cells | inhibition, % at 2 µM | HUVEC IL-1B NFkB p65 nuclear translocation imaging | 0.43% of 94,000 active;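 active = inhibition above about 30% together with a positive call from visual inspection of the well image, limit read from the data; inconclusive = inhibition above a set limit but visual check negative; inactive = inhibition not above a set limit, visual check negative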;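 also: nuclear over cytoplasmic p65 intensity ratio measured by imaging; 0% = IL-1B stimulated DMSO wells and 100% = unstimulated DMSO wells; values of inactives mirror those of a sister screen read the other way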
NFkB transloc pot – enhances IL-1B driven NFkB nuclear translocation; HUVEC IL-1B NFkB p65 nuclear translocation imaging; activation, % at 2 µM; 0.3% of 94,000 active; AID 819;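 active = activation above 40%, about the mean plus 3 SD, also judged a hit on visual image review; inconclusive = activation above 40% but not a hit on visual review; inactive = activation not above 40% and no visual hit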;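 also: percent activation is computed from the nuclear over cytoplasmic p65 intensity ratio; values of inactives mirror those of a sister screen read the other way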
PLAP inhibitors HTS – inhibition of human placental alkaline phosphatase – biochemical, luminescence, HTS (AID 690) | 0.08% of 96,000 active | purified PLAP, luminescent substrate; higher % means a stronger effect | inhibition, % at 20 µM; hits with a dose series show IC50 in µM; in the data active = a potency from the dose series; inactive = the rest, 99 in 100 with inhibition below about 30%; also: strong numbers were not always called active
Bcl-B TR3 displacers – displacers of TR3 peptide from Bcl-B, primary screen, selectivity assay for Bfl-1 inhibitor project, biochemical, fluorescence polarization. FP displacement of FITC-TR3 peptide from Bcl-B; higher % means a stronger effect. one-dose displacement, % at 20 µM; IC50 in µM for titrated hits. 0.11% of 96,000 active;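 active = displacement above 50% at 20 µM plus a fluorescence interference ratio under 1.5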;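 also: plate controls were wells without compound for no effect and wells lacking Bcl-B protein for full effect; a part of the inactive calls stands beside numbers as strong as those of hits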
MRP reversal cytotoxicity – recorded beside MRP reversal, whose call it bears; viability, %; H69AR cells, CellTiter-Glo, 72 h; measured here: cytotoxicity without doxorubicin
MRP reversal with doxorubicin – also measured in MRP reversal; calls as there; viability, %; measured here: viability with 2 uM doxorubicin; active compounds read low
IL1B NFkB inh cell count 2 µM – further read-out of IL1B NFkB inh, marked with its call; cell count; measured here: cells passing quality filter;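 raw number of nuclei counted in each imaged well without normalization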
NFkB transloc pot cell count 2 µM – also measured in NFkB transloc pot; calls as there; cell count; measured here: cells passing quality filter
* = called active by the depositor; ? = inconclusive; . = no result given.

SMILES	MRP reversal	MRP reversal cytotoxicity	MRP reversal with doxorubicin	IL1B NFkB inh	IL1B NFkB inh cell count 2 µM	NFkB transloc pot	NFkB transloc pot cell count 2 µM	PLAP inhibitors HTS	Bcl-B TR3 displacers
CCCOc1ccc(CNC(=O)Cn2c(=O)oc3ccccc32)cc1	-6.2	100.0	106.2	-9.5	72	9.5	72	8.6%	7.8%
COc1ccccc1NC(=O)C1=C(C)NC(=O)NC1c1cccc(OC)c1OC (configuration not stated)	-5.4	86.4	91.9	-4.7	143	4.7	143	-38.0%	12.5%
O=C(c1nc2ncccn2n1)N1CCN(c2ccc(F)cc2)CC1	-3.4	91.7	95.0	4.1	144	-4.1	144	10.6%	-7.3%
Cc1ccccc1-c1nnc(-c2ccc(Br)cc2)o1	-0.1	94.4	94.6	-4.7	79	4.7	79	15.4%	0.7%
O=C(C1CCN(S(=O)(=O)c2cccc3nsnc23)CC1)N1CCc2ccccc21	15.2	98.9	83.6	-15.5	189	15.5	189	-25.1%	-3.8%
N#Cc1ccc(-c2ccc(F)cc2)nc1Sc1ccccc1	.	.	.	0.0	113	0.0	113	9.0%	0.7%
COc1ccc(S(=O)(=O)Nc2cc(C)c(O)cc2C(C)C)cc1	18.4	94.6	76.2	-1.5	101	1.5	101	12.8%	2.4%
COC(=O)C1=C(N)Oc2cc(C)n(CCc3ccccc3)c(=O)c2C1c1cccnc1 (configuration not stated)	0.3	84.5	84.3	-1.8	131	1.8	131	-98.7%	0.5%
CCCCN(C)Cc1c(O)ccc2c(-c3ccccc3)cc(=O)oc12	.	.	.	-18.1	174	18.1	174	-1.7%	-7.8%
CCOc1ccc(C(C)NC(=O)Nc2ccccc2C(=O)OC)cc1 (configuration not stated)	11.0	107.3	96.3	-0.1	154	-4.1	68	20.2%	4.4%
CCn1ncc(C2=NOC(C(=O)Nc3c(C)nn(Cc4ccc(F)cc4)c3C)C2)c1C (configuration not stated)	-3.2	79.8	83.1	-14.4	135	14.4	135	-39.6%	28.4%
OCCNc1cc(-n2nc(-c3ccccc3)cc2-c2ccccc2)ncn1	3.9	94.8	90.9	-8.2	190	8.2	190	-36.2%	8.6%
CCOc1cc(C(=O)Nc2c(C)ccc3nsnc23)cc(OCC)c1OCC	-5.7	78.3	84.0	-7.2	118	7.2	118	.	.
CCCCn1c(SCC(=O)Nc2nnc(C)s2)nnc1-c1ccoc1C	6.9	98.6	91.7	6.0	119	-6.0	119	-13.5%	1.9%
Cc1ccc(-c2nn(C)c(=O)c3ccccc23)cc1S(=O)(=O)NCCN1CCOCC1	2.9	83.1	80.3	-6.6	148	6.6	148	-24.9%	0.0%
COc1ccc(CNc2ccc3c(c2)CCC3)cc1OC	2.6	103.7	101.1	.	.	.	.	10.8%	-17.0%
O=C(C1CCCN(S(=O)(=O)c2cccs2)C1)N1CCc2ccccc2C1 (configuration not stated)	22.3	73.6	51.3	-36.6	122	36.6	122	10.4%	-12.0%
Cc1c(C#N)c(N=CN(C)C)c(C(=O)c2ccc(Br)cc2)n1-c1ccc(Cl)cc1	13.2	74.1	60.9	-6.1	185	6.1	185	-42.7%	-5.3%
CS(=O)(=O)N(Cc1ccccc1)c1ccccc1C(=O)N1CCN(c2ccccc2)CC1	0.3	89.4	89.1	-1.6	153	1.6	153	-81.7%	7.8%
O=C(CNC(=O)c1ccco1)OCC(=O)c1ccccc1	0.1	96.4	96.3	-14.5	205	14.5	205	-10.6%	-18.2%
CCC(c1nnnn1C1CCCC1)N1CCN(c2ccccc2)CC1 (configuration not stated)	9.9	95.9	86.0	-1.8	154	1.8	154	8.7%	1.7%
CCN(CC)C(=O)CSc1nnc(C2CCCCC2)o1	-1.5	82.8	84.2	0.3	141	-0.3	141	-18.8%	-3.6%
CCOC(=O)/C=C1\SCC(=O)N1CC(=O)Nc1ccc(C(C)C)cc1	2.8	99.8	97.0	6.3	52	-6.3	52	-11.2%	-3.1%
CCOc1ccc(-n2ccnc2SCC(=O)Nc2nnc(C)s2)cc1	-1.2	93.5	94.7	9.3	108	-9.3	108	-35.2%	-0.1%
CCN(CC)S(=O)(=O)c1ccc(NC2c3ccccc3C(=O)N2CCN2CCOCC2)cc1 (configuration not stated)	17.4	84.6	67.3	1.9	60	-1.9	60	-53.7%	-2.9%
Next section:
SMILES	MRP reversal	MRP reversal cytotoxicity	MRP reversal with doxorubicin	IL1B NFkB inh	IL1B NFkB inh cell count 2 µM	NFkB transloc pot	NFkB transloc pot cell count 2 µM	PLAP inhibitors HTS	Bcl-B TR3 displacers
COc1ccc(S(=O)(=O)N(C)CC(=O)Nc2ccc3c(c2)OCO3)cc1	-0.7	104.9	105.6	27.0	161	-27.0	161	-1.1%	5.9%
CC(C)Oc1ccc(/C=N/NC(=O)C2CCCN2S(=O)(=O)c2ccc(Cl)cc2)cc1 (configuration not stated)	.	.	.	3.8	146	-3.8	146	-33.1%	-7.5%
O=C(Cn1nc(-c2ccccc2)ccc1=O)NCc1ccc2c(c1)OCO2	0.6	93.8	93.1	-6.8	126	6.8	126	10.0%	-6.0%
Cc1ccc(CN(C(=O)CNC(=O)c2cccs2)C(C(=O)NCC2CCCO2)c2ccccc2)cc1 (configuration not stated)	.	.	.	-2.7	126	2.7	126	-35.0%	-3.6%
Cc1ccc(C(=O)c2cncc(Br)c2)cc1	-1.2	84.4	85.6	10.0	103	-10.0	103	-3.8%	-9.6%
Cc1ccc(CNc2ccc(N3CCOCC3)cc2)s1	-0.3	99.5	99.9	10.2	94	-10.2	94	19.1%	1.3%
CC(C)C(NC=C1C(=O)OC(C)(C)OC1=O)C(=O)O (configuration not stated)	-14.7	93.4	108.1	-11.7	63	11.7	63	-17.5%	0.7%
CCOC(=O)c1c(C)[nH]c(C(=O)COc2ccc3c(c2)OCO3)c1C	-4.1	81.1	85.2	.	.	.	.	17.2%	-2.7%
COc1ccc(CN(Cc2nc3ccccc3c(=O)[nH]2)C(=O)NC2CCCCC2)cc1	4.0	86.8	82.8	-12.5	141	12.5	141	7.1%	-6.4%
CNc1nc(C)cc(C)c1S(=O)(=O)c1ccc(Cl)cc1	.	.	.	-4.2	149	4.2	149	18.7%	5.7%
COc1cc(CNc2cccc(F)c2)cc(Br)c1O	3.6	53.4	49.8	10.7	78	-10.7	78	-37.4%	-10.8%
Cc1cccc(NC(=O)CSc2nnnn2-c2cccnc2)c1	.	.	.	-7.3	102	7.3	102	3.0%	-5.1%
O=c1ccccn1Cc1ccccc1F	-4.9	103.2	108.1	-2.5	191	2.5	191	2.7%	-1.2%
COc1ccc2c(CC(=O)Nc3c(C)n(C)n(-c4ccccc4)c3=O)coc2c1	.	.	.	-11.4	138	11.4	138	-74.4%	-10.5%
COC(=O)CNC(=O)c1nn(-c2cccc(OC)c2)c(=O)c2ccccc12	-2.5	85.0	87.4	.	.	.	.	11.1%	-8.4%
CC1(C)CC(=O)c2cc(OCC(=O)NCc3cccnc3)ccc2O1	6.1	96.2	90.1	-16.0	145	16.0	145	8.2%	-9.6%
CC(C)(C)c1ccc(-c2cc(C(=O)NNC(=O)Nc3ccccc3)c3ccccc3n2)cc1	.	.	.	4.1	127	-4.1	127	-109.4%	-7.5%
Cc1occc1C(=O)NC1CCCc2ccccc21 (configuration not stated)	-5.5	104.3	109.8	6.6	22	-6.6	22	8.1%	-6.7%
CCCC(=O)N(CCc1ccc(OC)cc1)Cc1nc2ccccc2c(=O)[nH]1	10.7	101.0	90.3	6.2	104	-6.2	104	-10.2%	11.7%
COc1ccc(-c2c(C#N)c(SCC(=O)Nc3ccccc3)nc3c2CCCC3)cc1	8.8	98.0	89.2	4.6	153	-4.6	153	.	.
O=C1CCCc2c1nc(-c1cccc(Cl)c1)n2O	-7.0	98.3	105.3	?	.	-32.2	107	-11.5%	-14.0%
CCN1C(=O)c2cccc3c(S(=O)(=O)Nc4ccccn4)ccc1c23	5.3	76.3	71.0	8.9	126	-8.9	126	-20.2%	3.2%
COc1ccc(CCn2c(C)cc(C(=O)CSc3nnnn3-c3ccccc3)c2C)cc1	-11.9	64.7	76.7	1.8	134	-1.8	134	2.6%	0.1%
CCCC(c1nnnn1Cc1ccccc1)N1CCN(c2ccccc2OC)CC1 (configuration not stated)	6.1	99.7	93.6	15.9	166	-15.9	166	-58.9%	0.2%
CCCCn1c(SCC(=O)Nc2cc(C)on2)nnc1-c1cccnc1	0.9	96.3	95.4	-41.3	122	?	.	0.0%	-7.0%
The results go on.
SMILES	MRP reversal	MRP reversal cytotoxicity	MRP reversal with doxorubicin	IL1B NFkB inh	IL1B NFkB inh cell count 2 µM	NFkB transloc pot	NFkB transloc pot cell count 2 µM	PLAP inhibitors HTS	Bcl-B TR3 displacers
CNc1nc(Cl)nc(NC(C)(C)C)n1	.	.	.	-4.3	142	4.3	142	26.4%	5.1%
O=C(O)/C=C/C(=O)Nc1ccccc1-c1ccccc1	.	.	.	-9.0	132	9.0	132	10.0%	6.1%
CC(C)OC(=O)c1c(NC(=O)c2ccco2)sc2c1CCCC2	29.7	108.6	78.9	2.7	93	-2.7	93	.	.
COCCOCCOCCC(=O)NC1CC2CCC1(C)C2(C)C (configuration not stated)	12.2	99.8	87.6	-14.4	153	14.4	153	-25.8%	2.7%
CCOC(=O)N1CCN(Cc2ccccn2)CC1	2.2	97.8	95.6	8.5	60	-8.5	60	9.1%	-3.6%
CN(C)S(=O)(=O)N1CCN(Cc2ccccc2)CC1	-5.8	78.1	83.8	-9.3	181	9.3	181	7.1%	-4.1%
COc1ccc(Oc2c(Cl)cnn(-c3ccc(F)cc3)c2=O)cc1	.	.	.	-5.5	183	5.5	183	12.6%	0.0%
CCCn1c(SCC(=O)O)nc2ccccc21	-7.8	100.8	108.6	-3.5	172	3.5	172	7.3%	-2.1%
O=C(Nc1cccc(F)c1)Nc1ccccn1	.	.	.	7.1	77	-7.1	77	-3.1%	7.0%
Cc1nn(C)c(C)c1Sc1ccc(Br)cc1	2.9	85.0	82.1	4.2	139	-4.2	139	-18.8%	-9.6%
O=c1sc(N2CCN(c3ccc(F)cc3)CC2)nc2ccsc12	-0.1	49.2	49.3	2.6	136	-2.6	136	8.5%	1.0%
CCn1c2ccccc2c2nnc(SCC(=O)c3ccccc3)nc21	-18.1	52.4	70.6	-9.7	115	9.7	115	13.9%	-1.6%
Cc1cccc(OCC(=O)Nc2nc3ccc([N+](=O)[O-])cc3s2)c1	.	.	.	14.3	87	-14.2	87	-25.9%	23.8%
Cc1ccc(NCC(=O)N/N=C\C(Br)=C\c2ccccc2)cc1	-17.8	74.2	92.0	-7.2	192	7.2	192	32.5%	19.5%

Nine consecutive records already listed, quoted:
SMILES	MRP reversal	MRP reversal cytotoxicity	MRP reversal with doxorubicin	IL1B NFkB inh	IL1B NFkB inh cell count 2 µM	NFkB transloc pot	NFkB transloc pot cell count 2 µM	PLAP inhibitors HTS	Bcl-B TR3 displacers
CNc1nc(Cl)nc(NC(C)(C)C)n1	.	.	.	-4.3	142	4.3	142	26.4%	5.1%
O=C(O)/C=C/C(=O)Nc1ccccc1-c1ccccc1	.	.	.	-9.0	132	9.0	132	10.0%	6.1%
CC(C)OC(=O)c1c(NC(=O)c2ccco2)sc2c1CCCC2	29.7	108.6	78.9	2.7	93	-2.7	93	.	.
COCCOCCOCCC(=O)NC1CC2CCC1(C)C2(C)C (configuration not stated)	12.2	99.8	87.6	-14.4	153	14.4	153	-25.8%	2.7%
CCOC(=O)N1CCN(Cc2ccccn2)CC1	2.2	97.8	95.6	8.5	60	-8.5	60	9.1%	-3.6%
CN(C)S(=O)(=O)N1CCN(Cc2ccccc2)CC1	-5.8	78.1	83.8	-9.3	181	9.3	181	7.1%	-4.1%
COc1ccc(Oc2c(Cl)cnn(-c3ccc(F)cc3)c2=O)cc1	.	.	.	-5.5	183	5.5	183	12.6%	0.0%
CCCn1c(SCC(=O)O)nc2ccccc21	-7.8	100.8	108.6	-3.5	172	3.5	172	7.3%	-2.1%
O=C(Nc1cccc(F)c1)Nc1ccccn1	.	.	.	7.1	77	-7.1	77	-3.1%	7.0%

An excerpt (hit frequency here may not be typical).
